High-throughput results: PubChem, The Scripps Research Institute Molecular Screening Center
GSTO1 inh: counter-screen for RBBP9 inhibitors: inhibitors of human GSTO1. P78417. recombinant GSTO1, activity-based probe fluorescence polarization. inhibition, % at 5.96 µM. 300,000 tested, 1.1% active;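 active = inhibition above the campaign mean inhibition plus 3 SD, cut at about 35% in these data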;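 also: 0% = GSTO1-1 with DMSO and 100% = wells lacking GSTO1-1 enzyme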
LYPLA2 counter: counter-screen for PME1 inhibitors: inhibitors of human LYPLA2. inhibition, % at 5.9 µM. O95372. recombinant LYPLA2, FP-Rh probe fluorescence polarization. 320,000 tested, 0.38% active. AID 2177;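 active = inhibition above the screen-wide mean plus 3 SD, limit set per campaign, cut at about 26% in these data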;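 also: 0% = LYPLA2 with DMSO and 100% = wells lacking LYPLA2 enzyme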
Target sequence (O95372 whole entry, looked up): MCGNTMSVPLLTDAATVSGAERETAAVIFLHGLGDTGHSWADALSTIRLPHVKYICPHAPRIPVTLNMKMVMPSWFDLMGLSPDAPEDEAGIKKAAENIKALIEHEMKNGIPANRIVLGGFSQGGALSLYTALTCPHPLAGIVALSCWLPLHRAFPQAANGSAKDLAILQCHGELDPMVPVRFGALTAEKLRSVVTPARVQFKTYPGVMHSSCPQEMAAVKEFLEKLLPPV
PAFAH1B2 inh: PAFAH1B2 (human) inhibition | AID 492953 | 340,000 tested, 1.2% active | recombinant PAFAH1B2, FP-rhodamine activity probe, fluorescence polarization | inhibition, % at 3.39 µM;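 active = inhibition above the mean of all tested compounds plus 3 SD, cut at about 24% in these data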;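 also: 0% = enzyme with DMSO and 100% = wells lacking PAFAH1B2; many of its hits are not listed in these tables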
Target sequence (P68402 whole entry, looked up): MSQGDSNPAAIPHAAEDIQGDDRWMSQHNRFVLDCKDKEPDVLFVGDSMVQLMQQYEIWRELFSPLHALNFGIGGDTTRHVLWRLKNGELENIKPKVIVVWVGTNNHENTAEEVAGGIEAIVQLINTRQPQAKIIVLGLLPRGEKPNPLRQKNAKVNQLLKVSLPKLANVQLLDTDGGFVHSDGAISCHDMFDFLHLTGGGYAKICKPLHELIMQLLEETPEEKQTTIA
PME-1 primary: PME-1 (human) inhibition; recombinant PME-1, FP-Rh probe fluorescence polarization; inhibition, % at 5.9 µM; AID 2130; 320,000 tested, 0.53% active;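 active = inhibition above the campaign mean of all compounds plus 3 SD, cut at about 26% in these data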;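 also: competitive labeling of PME-1 active site by serine hydrolase directed probe; 0% = PME-1 with DMSO and 100% = wells lacking PME-1 enzyme; inhibitors block probe labeling so polarization falls and inhibition rises; many of its hits are not listed in these tables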
Target sequence (Q9Y570 whole entry, looked up): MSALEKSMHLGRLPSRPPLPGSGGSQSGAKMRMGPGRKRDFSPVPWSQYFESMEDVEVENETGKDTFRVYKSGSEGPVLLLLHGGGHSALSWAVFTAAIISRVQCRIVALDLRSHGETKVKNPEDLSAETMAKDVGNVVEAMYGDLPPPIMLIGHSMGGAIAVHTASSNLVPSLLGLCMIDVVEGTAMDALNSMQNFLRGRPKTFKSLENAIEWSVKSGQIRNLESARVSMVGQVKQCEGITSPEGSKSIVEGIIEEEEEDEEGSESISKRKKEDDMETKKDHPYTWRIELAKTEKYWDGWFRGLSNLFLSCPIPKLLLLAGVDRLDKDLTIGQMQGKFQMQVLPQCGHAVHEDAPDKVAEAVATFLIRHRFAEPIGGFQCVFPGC
pPAFAH FP inh: pPAFAH (human) enzyme inhibition; Q13093; recombinant pPAFAH, FP-rhodamine probe fluorescence polarization; inhibition, % at 3.39 µM; 330,000 tested, 1.5% active; AID 463082;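 active = inhibition above the mean inhibition across the screen plus 3 SD, cut at about 25% in these data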;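 also: inhibitors block binding of the rhodamine activity-based probe so polarization drops; 0% = enzyme with DMSO and 100% = wells lacking pPAFAH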
PAFAH2 inh: inhibitors of human PAFAH2 | Q99487 | recombinant PAFAH2, FP-rhodamine activity probe, fluorescence polarization | inhibition, % at 3.39 µM | 340,000 tested, 0.99% active;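 active = inhibition above the mean over all tested compounds plus 3 SD, cut at about 30% in these data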;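 also: inhibitors block probe labeling of enzyme so polarization drops; 0% = enzyme with DMSO and 100% = wells lacking PAFAH2 protein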
PAFAH1B3 inh: inhibitors of human PAFAH1B3; Q15102; recombinant PAFAH1B3, FP-rhodamine probe, fluorescence polarization; inhibition, % at 3.39 µM; 340,000 tested, 0.28% active;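 active = inhibition above the screen-wide average of all tested compounds plus 3 SD, cut at about 25% in these data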;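 also: 0% = enzyme with DMSO only and 100% = wells lacking PAFAH1B3 protein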
Target sequence (Q15102 whole entry, looked up): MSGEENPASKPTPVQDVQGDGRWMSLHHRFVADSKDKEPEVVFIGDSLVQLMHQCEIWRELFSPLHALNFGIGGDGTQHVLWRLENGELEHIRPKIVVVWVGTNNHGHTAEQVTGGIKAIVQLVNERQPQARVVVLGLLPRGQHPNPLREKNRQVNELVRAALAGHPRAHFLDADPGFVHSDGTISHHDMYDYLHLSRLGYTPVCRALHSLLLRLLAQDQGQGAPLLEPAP
PAD4 inh: inhibitors of human PAD4; Q9UM07; recombinant PAD4, RCA probe fluorescence polarization; inhibition, % at 6.36 µM; 330,000 tested, 0.41% active; AID 485272;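 active = percent inhibition above a cutoff equal to the mean of all tested compounds plus 3 SD, cut at about 15% in these data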;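 also: 0% = PAD4 with RCA probe and DMSO and 100% = probe without PAD4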
LYPLA1 counter: counter-screen for PME1 inhibitors: inhibitors of human LYPLA1; O75608; recombinant LYPLA1, FP-Rh probe fluorescence polarization; inhibition, % at 5.9 µM; 320,000 tested, 0.16% active; AID 2174;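 active = inhibition above the mean of all tested compounds plus 3 SD, set per campaign, cut at about 14% in these data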;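 also: inhibitors block serine hydrolase probe labeling of LYPLA1 so polarization falls; 0% = enzyme with DMSO and 100% = wells lacking LYPLA1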
An asterisk follows results filed as active; / = not tested or not shown. Some of the compounds tested (hit frequency here may not be typical).

SMILES	GSTO1 inh	LYPLA2 counter	PAFAH1B2 inh	PME-1 primary	pPAFAH FP inh	PAFAH2 inh	PAFAH1B3 inh	PAD4 inh	LYPLA1 counter
CCOc1ccccc1Nc1nnc(SCC(=O)Nc2ccc3[nH]c(=O)[nH]c3c2)s1	-53	-2	1	14	5	-7	18	-1	-3
CCC(C)(C(=O)NC1CCCC1)N(C(=O)c1cnccn1)c1c(C)n(C)n(-c2ccccc2)c1=O (stereo not given)	1	0	3	5	1	4	17	-3	0
O=C(CCCc1ccccc1)c1ccccc1	3	0	6	-1	4	-10	-4	-1	-2
CN(Cc1cc(=O)[nH]c2ccccc12)C(=O)c1ccccc1	7	2	4	4	2	-9	3	2	-2
CN(CC(=O)Nc1cccc(S(=O)(=O)NC2=NCCCCC2)c1)Cc1ccc(C(C)(C)C)cc1	-2	-6	8	6	15	-4	3	4	-1
CC1(C)CC(=O)C=C(c2cccs2)C1	-3	4	7	0	1	-2	-1	5	2
CC1=CC(C)(C)[N+](C)(C)c2ccccc21	14	-3	0	5	-2	-2	4	-4	1
COCc1cc(C)nc2sc(C(=O)OC(C)C)c(N)c12	5	5	5	4	7	0	-4	-5	0
CCC(C)C(=O)Nc1cc(OC)c(OC)cc1C(=O)O (stereo not given)	-1	-8	-4	0	2	4	4	-1	-4
Cc1cc(NS(=O)(=O)c2ccc(NC(=O)C(C)Oc3ccc(Cl)cc3)cc2)no1 (stereo not given)	5	-9	30*	2	-5	0	5	1	-2

The last four entries of the section before are carried over, then new ones follow:
SMILES	GSTO1 inh	LYPLA2 counter	PAFAH1B2 inh	PME-1 primary	pPAFAH FP inh	PAFAH2 inh	PAFAH1B3 inh	PAD4 inh	LYPLA1 counter
CC1=CC(C)(C)[N+](C)(C)c2ccccc21	14	-3	0	5	-2	-2	4	-4	1
COCc1cc(C)nc2sc(C(=O)OC(C)C)c(N)c12	5	5	5	4	7	0	-4	-5	0
CCC(C)C(=O)Nc1cc(OC)c(OC)cc1C(=O)O (stereo not given)	-1	-8	-4	0	2	4	4	-1	-4
Cc1cc(NS(=O)(=O)c2ccc(NC(=O)C(C)Oc3ccc(Cl)cc3)cc2)no1 (stereo not given)	5	-9	30*	2	-5	0	5	1	-2
CCn1c(NC(=O)C(C)C)c(-c2cccs2)c(=O)c2ccccc21	-2	-4	1	-5	4	3	7	0	3
COc1ccc(C(C)=O)cc1Cn1nnc(-c2ccccc2Br)n1	1	-1	3	-1	2	3	10	5	-1
Cc1ccc(C)c(-n2cc(CNCCc3cnccn3)c(-c3ccccc3)n2)c1	8	3	1	-1	6	-9	3	-2	3
CCOC(=O)C1CCN(C(=O)COC(=O)COc2ccc(Cl)cc2)CC1	9	3	2	-3	6	12	6	0	1
COc1ccc(Nc2cc(C)nc3c(C)cccc23)cc1OC	-4	-3	5	-12	-5	-1	1	-3	-2
O=C1c2ccccc2C(=O)N1CCOc1ccccc1	6	9	3	-1	-2	4	5	0	-1
Cc1ccc(/C=C2/Sc3ccccc3N(CC(=O)NCCCOC(C)C)C2=O)cc1	8	-3	2	0	14	4	1	-8	-2
Cc1onc(-c2c(Cl)cccc2Cl)c1C(=O)Nn1cnnc1	5	-7	0	-3	1	9	-2	-2	-2
O=C(NCc1ccco1)C(c1ccco1)N(Cc1cccs1)C(=O)Cn1nnc2ccccc21 (stereo not given)	5	0	4	6	-3	5	7	2	0
C[C@H](NC(=O)OC(C)(C)C)C(=O)NCC1CCC(C(=O)O)CC1 (stereo not given in full)	0	6	-2	0	-1	4	0	1	0
CCN(CC(=O)Nc1c(F)cccc1F)C(=O)Cc1csc(-c2ccc(OC)c(OC)c2)n1	0	-3	1	-4	-3	-1	2	-4	0
COc1ccc(-n2c(=S)[nH]c3[nH]ncc3c2=O)cc1	6	7	/	4	5	/	/	1	4
Cc1cccc2cc(C(c3nnnn3Cc3ccccc3)N3CCN(C)CC3)c(=O)[nH]c12 (stereo not given)	-2	5	8	-8	5	4	2	1	0
Cc1cc2nc(-c3cccc(NC(=O)c4ccc(Br)o4)c3)oc2cc1C	-16	-18	-4	-10	-3	-32	-5	0	-11
Cn1cnc([N+](=O)[O-])c1Cl	-4	1	/	3	3	/	/	3	0
Cc1ccc(NC(=O)CSCC(=O)N(C)CC(=O)Nc2cccc3ccccc23)cc1	-5	0	3	0	-2	9	4	-7	0
O=C(/C=C/c1ccccc1)NNC(=O)c1ccco1	4	3	-2	5	-1	-5	3	-3	2
O=C(COC(=O)c1ccc(S(=O)(=O)N2CCCC2)cc1)Nc1cccc(F)c1	/	-3	-4	3	-2	-5	6	1	1
Cc1ccc(S(=O)(=O)N(C)c2ccc(C(=O)Nc3ccccn3)cc2)cc1	1	3	4	7	4	4	16	-1	-1
Cn1c(=NC(=O)c2ccco2)sc2ccccc21	36*	6	9	-6	2	5	3	1	3
COc1ccc(Cc2nnnn2CC(=O)O)cc1	6	9	0	10	9	2	13	2	3
CCCN(CCC)CCOc1cc(C)ccc1C(C)C	2	5	-1	-7	7	5	4	0	-2
O=C(Cc1c[nH]c2ccccc12)NCc1ccc(Cl)cc1	10	2	13	5	-1	-1	8	0	3
Cc1cc(C)n(-c2ccc(C(=O)Nc3cccnc3Cl)cc2)n1	-1	4	-1	1	3	0	-1	3	0
COc1ccc(OC)c(-n2c(SCC(N)=O)nnc2-c2c[nH]c3ccccc23)c1	5	5	2	-8	1	3	7	0	-1
CN1CCN(c2ccc(NC(=O)CSc3nnnn3-c3ccccc3Cl)cc2)CC1	-3	3	0	-1	4	8	8	4	2
Cc1nc(N2CCN(C(=O)c3ccco3)CC2)c2c3c(sc2n1)CCC3	0	0	3	4	12	6	5	0	1
Cc1ccc(C(=O)Nc2ccc3c(c2)OCCO3)c(Cl)c1	2	-2	6	4	-1	13	0	-3	0
Cc1ccc(C)c(-c2ccc(=O)n(Cc3cccc(Br)c3)n2)c1	4	-2	-6	14	7	-2	0	6	-2
CCOC(=O)c1n[nH]n(-c2cc(Cl)cc(Cl)c2)c1=O	-25	-4	2	-3	-4	11	7	1	-3
CCn1cc(C(=O)N[C@H](C(=O)O)C(C)C)c(=O)c2cc3c(cc21)OCO3	1	-2	8	-2	4	1	4	-1	0
Cc1ccccc1Oc1nc2c(C)cccn2c(=O)c1/C=C(\C#N)C(=O)Nc1c(C)n(C)n(-c2ccccc2)c1=O	4	2	-2	-1	-5	3	2	5	1
CN(c1ccccc1)S(=O)(=O)c1cccc(C(=O)Nc2nccs2)c1	5	9	9	1	0	-2	-9	1	1
COc1ccc(CC(=O)Nc2ccc(-c3nc4cc(C)ccc4o3)c(O)c2)cc1OC	-6	3	-5	-11	5	4	-9	-2	0
CC(NC(=S)NC1CCCCC1)c1ccccc1 (stereo not given)	6	-2	7	-10	0	-2	3	9	-3
O=C(NNC(=O)c1ccc(O)cc1O)c1ccc(Cl)cc1	18	3	5	-1	7	0	3	-2	0
CCc1nnc(NC(=O)CSc2nnc(CNc3ccc(OC)cc3)n2C)s1	5	9	6	0	3	-3	-2	-5	2
Cc1ccc2c(c1)cc(C)c1nnc(SCC(=O)NCc3ccco3)n12	-1	-1	0	2	4	2	7	3	1
CS(=O)(=O)N(CC(=O)N1CCCC1)Cc1ccccc1	5	-2	2	-2	-2	3	2	0	0
CCN(CC)CC(O)COC(c1ccccc1)c1ccccc1 (stereo not given)	-2	2	1	3	4	-1	1	-1	0
O=C(NCC1CCCO1)c1ccc(NC(=O)c2cccc([N+](=O)[O-])c2)cc1 (stereo not given)	4	3	5	-1	1	4	10	1	0
O=c1oc(-c2ccco2)nc2sc3c(c12)CCCCC3	-22	-6	-1	2	-3	46*	4	1	1
CC(C)SCCCCOc1ccc2ccccc2c1	9	-1	-1	0	-1	-12	3	5	-1
Cc1cccc(NC(=O)CCC(=O)N/N=C/c2ccco2)c1	1	4	4	1	10	7	5	-2	1
CCOC(=O)c1c(C)[nH]c(C)c1S(=O)(=O)NCC1CCN(Cc2ccc(C)cc2)CC1	-3	-2	0	-2	6	-3	2	1	-3
CN(C)c1ncc(S(=O)(=O)c2ccc(Cl)cc2)c(-c2ccc(Cl)cc2Cl)n1	4	-1	0	-3	3	3	3	6	0
Nn1c(SCC(=O)Nc2nccs2)nncc1=O	26	5	4	0	6	8	-4	7	-1
COc1ccc(C(=O)C(C)OC(=O)c2nc3nccc(C)n3n2)cc1 (stereo not given)	/	-3	4	-7	0	5	0	-3	1
Clc1ccccc1N1CCN(c2ncnc3nc[nH]c23)CC1	3	-3	-3	-6	-1	0	1	2	-4
O=C(Cc1ccc(S(=O)(=O)N2CCOCC2)s1)NCC1CCCCC1	-4	3	1	3	7	3	-3	3	1

(more compounds)
SMILES	GSTO1 inh	LYPLA2 counter	PAFAH1B2 inh	PME-1 primary	pPAFAH FP inh	PAFAH2 inh	PAFAH1B3 inh	PAD4 inh	LYPLA1 counter
COc1cc(C(F)(F)F)c(C(=O)N(C)Cc2ccc(Cl)c(Cl)c2)cn1	3	1	3	10	3	0	6	5	2
CCOc1ccccc1C(=O)NCc1ccco1	-4	8	2	-1	8	2	-6	-1	5
COC(=O)CCCC1=CC2=C(c3ccccc3)C(=O)C(C)(OC(=O)C3CCCC3)C(=O)C2=CN1Cc1ccc2c(c1)OCO2 (stereo not given)	48*	-5	-13	-4	6	-8	2	0	-5
CC(=O)N1CCN(c2ccc(NC(=O)c3cc(Cl)ccc3Cl)cc2)CC1	-1	4	0	0	6	3	5	1	0
CNC(=S)N1CCC(NC(=O)C(Cc2ccc(OC)cc2)NC(C)=O)CC1 (stereo not given)	2	-4	6	-1	-2	2	3	1	-4
CC(C)NC(=O)NC(=O)COC(=O)C1(C)CC1(Cl)Cl (stereo not given)	11	-3	6	6	-1	1	5	3	7
O=C(OCC(=O)N1c2ccccc2Sc2ccccc21)c1ccc[n+]([O-])c1	-3	-1	3	-8	-2	0	-6	-10	4
CC(=O)Nc1ccc(C(=S)NCc2ccco2)cc1	6	5	2	3	4	-8	3	3	3
COc1ccc(CC(=O)OCC(=O)Nc2ccc(Cl)cc2C)cc1	/	/	5	/	24	12	2	0	/
CCC(=O)NC(=S)Nc1cccc(NC(=O)c2ccccc2Cl)c1	3	1	2	2	6	8	2	-6	-4
COc1ccc(Cl)cc1C(=O)NC1=NCCS1	-2	-3	0	1	-6	0	1	-2	0
O=C(CCCC(=O)OCC(=O)c1ccc(Cl)cc1)NC1CCCCC1	9	8	4	-4	15	3	8	2	-1
CCn1cc(S(=O)(=O)CC(=O)Nc2cc(C)on2)c2ccccc21	-3	-4	9	-4	0	-6	1	-2	-1
CCS(=O)(=O)N1CCCC(C(=O)N2CCc3ccccc3C2)C1 (stereo not given)	8	7	3	0	1	-1	-4	-5	4
O=c1[nH]nc(SCc2cc(Cl)ccc2Cl)c(=O)[nH]1	-11	0	29*	-3	0	1	4	-7	0
O=C(NC(Nc1ccccn1)C(Cl)(Cl)Cl)c1ccccc1 (stereo not given)	6	2	-3	8	2	13	5	4	1
Oc1c(N=NC(=S)Nc2ccccc2F)c2ccccc2n1Cc1ccccc1F	-2	1	10	3	1	3	5	-2	-7
CCOC(=O)C1CCN(CC(O)COCc2ccc3c(c2)OCO3)CC1 (stereo not given)	7	6	3	3	3	-3	8	-3	-3
Cc1nc(Nc2ccc(C(=O)O)cc2)nc(Nc2ccc(C(=O)O)cc2)c1[N+](=O)[O-]	22	0	12	-5	9	8	8	0	-1
